SENP8 block-1: blocks human SENP8 cleavage of Nedd8 substrate; Q96LD8; recombinant SENP8, Nedd8 substrate fluorescence; inhibition, % at 20 µM; hit rate 0.64% among 360,000; AID 602440; in the data active means inhibition mostly above about 40%, no sharp cut-off; inactive means mostly below about 27%
beta cell repl: MIN6 beta-cell proliferation induction; MIN6 cells proliferation, ATPlite luminescence, 48 h; cells starved in 0.2% serum; 100% = growth in 10% serum; proliferation, % at 10 µM; hit rate 0.29% among 330,000; AID 2380;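 active means compounds whose signal lies at least 3.5 SD above the mean of all wells on their plate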;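 further: 0% = DMSO-treated cells in low-serum medium and 100% = 10% serum control; some compounds called inactive have numbers as strong as hits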
SENP7 inh: blocks the human protease SENP7. recombinant SENP7, Z-RLRGG-aminoluciferin luminescence, 40 min. inhibition, % at 5 µM. hit rate 1.5% among 330,000. AID 434973;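 active means inhibition above about 50% at the single test dose, limit read from the data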;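 further: plate controls were DMSO with enzyme for no effect and no enzyme buffer wells for full effect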
UBC13 inh: inhibitors of human UBC13 polyubiquitin chain formation. hit rate 0.47% among 330,000. inhibition, % at 20 µM. P61088. TR-FRET; in the data active means inhibition above about 45%, passing the limit was not always enough
HKDC1 inh: blocks human hexokinase HKDC1 activity | AID 493160 | Q2TB90 | hit rate 0.16% among 340,000 | inhibition, % at 20 µM | recombinant HKDC1, G6PDH/diaphorase resazurin coupled fluorescence;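 active means inhibition above about 35% when tested at 20 µM, limit read from the data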;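 further: plate controls were DMSO wells with enzyme for no effect and DMSO wells lacking enzyme for full effect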
Target sequence (Q2TB90 whole entry, looked up): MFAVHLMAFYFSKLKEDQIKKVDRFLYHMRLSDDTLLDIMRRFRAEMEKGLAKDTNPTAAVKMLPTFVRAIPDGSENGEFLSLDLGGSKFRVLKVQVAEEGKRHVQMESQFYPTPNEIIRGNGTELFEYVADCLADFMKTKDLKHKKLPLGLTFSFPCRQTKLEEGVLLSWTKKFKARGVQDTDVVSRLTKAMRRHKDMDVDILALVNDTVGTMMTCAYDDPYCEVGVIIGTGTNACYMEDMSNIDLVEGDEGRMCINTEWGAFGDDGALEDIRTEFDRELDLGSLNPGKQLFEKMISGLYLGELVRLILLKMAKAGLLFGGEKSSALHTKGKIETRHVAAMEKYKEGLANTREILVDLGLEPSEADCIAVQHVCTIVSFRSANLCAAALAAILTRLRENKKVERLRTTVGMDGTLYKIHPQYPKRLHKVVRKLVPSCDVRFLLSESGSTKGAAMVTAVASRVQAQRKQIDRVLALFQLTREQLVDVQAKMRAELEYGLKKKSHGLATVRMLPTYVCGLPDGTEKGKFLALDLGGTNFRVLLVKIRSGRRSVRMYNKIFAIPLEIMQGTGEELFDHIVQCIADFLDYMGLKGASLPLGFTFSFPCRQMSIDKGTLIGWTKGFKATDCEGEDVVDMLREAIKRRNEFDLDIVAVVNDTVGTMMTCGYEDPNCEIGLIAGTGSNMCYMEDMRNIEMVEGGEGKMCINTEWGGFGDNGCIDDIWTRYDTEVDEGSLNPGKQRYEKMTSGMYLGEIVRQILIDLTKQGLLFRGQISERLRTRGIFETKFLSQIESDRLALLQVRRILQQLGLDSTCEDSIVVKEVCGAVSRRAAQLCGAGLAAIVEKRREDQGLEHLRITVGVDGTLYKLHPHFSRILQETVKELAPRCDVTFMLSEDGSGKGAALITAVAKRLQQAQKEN
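Assay system – recombinant HKDC1 (HK5) hexokinase enzyme, produced in-house · Input – HKDC1 at 5 µg/mL · Reagent – glucose plus 1 mM ATP as hexokinase substrates · Timing – 90 min reaction incubation at room temperature, dark · Measured by – G6PDH/diaphorase-coupled fluorescence, 1 mM NADP, 100 µM resazurin, 525/613 nm · Benchmarks – DMSO-enzyme wells negative, buffer-substituted wells positive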
PfG6PD inh: PfG6PD (Plasmodium falciparum) enzyme inhibition. PfGluPho enzyme, NADPH resazurin-diaphorase fluorescence. inhibition, % at 20 µM. hit rate 0.78% among 350,000. AID 504690;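 active means inhibition reaching at least a set limit at 20 µM in the primary screen, cut at about 59% in these data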;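 further: 0% = DMSO wells with substrate and 100% = DMSO wells lacking glucose-6-phosphate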
SENP1 inh: SENP1 (human) catalytic domain inhibition; Q9P0U3; recombinant SENP1 catalytic domain, CyPet-SUMO1-YPet FRET cleavage; inhibition, % at 10 µM; hit rate 0.21% among 360,000; AID 624204;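 active means inhibition at least 30% at 10 µM, raw YFP signal under a set limit, fluorescence ratio 0.5 to 1.5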;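 further: 0% = enzyme with DMSO and 100% = no enzyme wells; some results filed as inactive read as strong as hits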
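Compound: 10 µM single point, 0.5% DMSO; Test system: hSENP1 catalytic domain, recombinant; Timing: 50 min reaction at room temperature; Technique: FRET, CFP and YFP emission; Control set: no-enzyme wells low, DMSO-plus-enzyme wells high control.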
SENP8 block-2: blocks the human protease SENP8; AID 2540; Q96LD8; hit rate 1.2% among 330,000; inhibition, % at 10 µM; purified SENP8, Z-RLRGG-aminoluciferin cleavage, luminescence; in the data active means inhibition above about 50%
SENP6 block: SENP6 protease inhibition; Q9GZR1; Recombinant SENP6 catalytic domain, aminoluciferin luminescence; inhibition, % at 10 µM; hit rate 1.8% among 330,000;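 active means inhibition above about 50% at the single tested dose, limit read from the data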;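 further: plate controls were DMSO wells with enzyme for no effect and DMSO wells lacking enzyme for full effect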
An asterisk follows results filed as active; . = not tested or not shown.

The first 4 records, ahead of the listing:
smiles,SENP8 block-1,beta cell repl,SENP7 inh,UBC13 inh,HKDC1 inh,PfG6PD inh,SENP1 inh,SENP8 block-2,SENP6 block
CCOC(=O)c1oc2ccccc2c1NC(=O)c1ccc(S(=O)(=O)N2CCCC2)cc1,-27,-4,-3,-2,-15,3,1,-7,-4
CCCCn1c(NCc2cccs2)nc2ccccc21,10,-2,-7,-3,-9,-2,2,5,-9
O=C(O)c1cc(-c2cccnc2)nc2ccccc12,24,0,2,-8,-6,-1,2,5,-4
O=C1CC(Cc2ccccc2)C(=O)N1c1ncccn1 (stereo not drawn),10,-2,-1,10,-7,-2,2,-4,13

This part in full, previewed entries included:
smiles,SENP8 block-1,beta cell repl,SENP7 inh,UBC13 inh,HKDC1 inh,PfG6PD inh,SENP1 inh,SENP8 block-2,SENP6 block
CCOC(=O)c1oc2ccccc2c1NC(=O)c1ccc(S(=O)(=O)N2CCCC2)cc1,-27,-4,-3,-2,-15,3,1,-7,-4
CCCCn1c(NCc2cccs2)nc2ccccc21,10,-2,-7,-3,-9,-2,2,5,-9
O=C(O)c1cc(-c2cccnc2)nc2ccccc12,24,0,2,-8,-6,-1,2,5,-4
O=C1CC(Cc2ccccc2)C(=O)N1c1ncccn1 (stereo not drawn),10,-2,-1,10,-7,-2,2,-4,13
COc1ccc(N(CC(=O)N2CCCCCC2)S(=O)(=O)c2c(C)[nH]c(=O)[nH]c2=O)cc1,3,0,-1,-12,-6,-1,1,-6,-8
COC(CNC(=O)c1cccc2c1C(=O)N(Cc1cccnc1)C2)OC,2,-3,-7,1,-1,-18,0,0,-11
CCC(C)NCCOc1ccc(C)cc1[N+](=O)[O-] (stereo not drawn),40*,.,.,.,-6,6,1,.,.
CN1CCN(S(=O)(=O)c2ccc(NC(=O)c3cccc(S(=O)(=O)N4CCCC4)c3)cc2)CC1,37,-2,-2,-7,-6,-14,0,-3,1
Cc1cc(S(=O)(=O)N2CCCCCC2)c(Cl)cc1Cl,4,1,-3,6,5,-1,3,-5,4
CCSCCOC(=O)C1=C(C)N(C)C(=O)NC1c1ccc2c(c1)OCO2 (stereo not drawn),5,-3,3,0,-8,-14,0,-1,9
Cc1ccc2[nH]c3nc(NN)nnc3c2c1,25,-1,10,-32,-9,2,0,-11,-15
COC(=O)CSc1n[nH]c(-c2cccnc2)n1,14,-1,0,3,-5,7,1,1,-2
CCOc1ccc(CCNC(=O)COn2nnc3ccc(S(=O)(=O)N4CCOCC4)cc32)cc1OCC,6,-2,6,1,-4,-7,2,1,-10
CS(=O)(=O)N1CCN(c2cccc(Cl)n2)CC1,36,0,-1,1,8,6,2,-5,-19
Cc1cccc(NC(=O)C[n+]2ccc(N(C)C)cc2)c1,3,-4,9,1,-7,-8,1,-3,1

Reprinted from the part before: 4 compounds, then new ones.
smiles,SENP8 block-1,beta cell repl,SENP7 inh,UBC13 inh,HKDC1 inh,PfG6PD inh,SENP1 inh,SENP8 block-2,SENP6 block
COC(=O)CSc1n[nH]c(-c2cccnc2)n1,14,-1,0,3,-5,7,1,1,-2
CCOc1ccc(CCNC(=O)COn2nnc3ccc(S(=O)(=O)N4CCOCC4)cc32)cc1OCC,6,-2,6,1,-4,-7,2,1,-10
CS(=O)(=O)N1CCN(c2cccc(Cl)n2)CC1,36,0,-1,1,8,6,2,-5,-19
Cc1cccc(NC(=O)C[n+]2ccc(N(C)C)cc2)c1,3,-4,9,1,-7,-8,1,-3,1
Cc1ccccc1NC(=O)CCCNC(=O)c1ccc(Cl)cc1,14,0,-6,2,2,-20,1,-10,-18
CC1CCc2sc3ncn4nc(C(=O)NCc5ccco5)nc4c3c2C1 (stereo not drawn),-100,2,0,10,-5,16,1,6,3
O=C(COc1ccccc1Cl)NCc1nc(-c2ccccc2)no1,-10,0,9,4,0,19,-5,1,-12
CC(C)(C)C(=O)Cn1ncc(Cl)c(Cl)c1=O,19,.,.,.,-3,-12,1,.,.
CN1CCCCCC1=Nc1ccc([N+](=O)[O-])cc1,14,-1,0,3,-4,1,-1,-6,-11
CN1C[C@@H]2[C@@H]3C(=O)N(C)C(=O)[C@@H]3[C@](Cc3ccccc3)(C1=O)N2C(=O)c1ccccc1,13,.,.,.,2,8,-6,.,.
O=C(COC(=O)c1ccc(O)cc1)Nc1ccccc1,23,-2,-4,-2,2,6,0,-15,-32
O=C(CN1C(=O)CCSc2ccc(S(=O)(=O)N3CCCC3)cc21)Nc1ccccc1,14,-2,6,2,2,-4,2,6,-2
O=S1(=O)CCOC[C@H](c2ccccc2)N1Cc1ccccc1,0,-3,-12,1,-2,-8,2,-10,-22
CC(=O)Nc1ccc2c(c1)CCC2=O,11,-2,-13,-3,-9,-4,3,-10,-31
O=C(CCN1C(=O)C2C3C=CC(C3)C2C1=O)NC1CCCc2ccccc21 (stereo not drawn),10,0,11,1,7,4,2,-1,2
COc1ccc(/C=C2/SC(=O)NC2=O)cc1,6,-4,62*,-4,-4,-15,0,71*,86*
O=C1NCC(Nc2ccccc2Cl)C(=O)N1 (stereo not drawn),12,.,.,.,-8,5,0,.,.
O=C(N/N=C\C=C\c1ccco1)c1cc(-c2ccc3ccccc3c2)n[nH]1,-37,-5,0,19,-1,27,-15,4,21
Cc1ccc(C(=O)O/N=C/c2c(C)nn(C)c2Cl)cc1,18,-1,-11,9,9,0,7,-9,-17

The list goes on:
Abbreviations – A = SENP8 block-1; B = beta cell repl; C = SENP7 inh; D = UBC13 inh; E = HKDC1 inh; F = PfG6PD inh; G = SENP1 inh; H = SENP8 block-2; I = SENP6 block
CC(Sc1nnc(-c2cccnc2)n1N)C(=O)N1CCOCC1 (stereo not drawn)
  A: 16 | B: 0 | C: 2 | D: -4 | E: -7 | F: 3 | G: 2 | H: 10 | I: 2

CCCN(CCC)CCCNC(=O)c1ccc(CS(=O)(=O)c2c(Cl)cccc2Cl)o1
  A: 9 | B: -2 | C: 1 | D: 7 | E: 1 | F: -23 | G: 2 | H: -1 | I: 9

O=S1(=O)CCC(NC(=S)SCc2ccccc2Br)C1 (stereo not drawn)
  A: 22 | B: -5 | C: 2 | D: 6 | E: 19 | F: 19 | G: 2 | H: 1 | I: -11

CCN(CC)C(=O)CSc1nnc(CCCCCNC(=O)OC(C)(C)C)o1
  A: 6 | B: -2 | C: -3 | D: 4 | E: -4 | F: -8 | G: 8 | H: 3 | I: -13

CC1(C)CC(=O)C2=C(C1)OC(c1ccncc1)C(C#N)=C2N (stereo not drawn)
  A: 3 | B: -3 | C: -3 | D: -10 | E: -7 | F: -14 | G: 1 | H: 1 | I: -13

COc1ccc(NC(=O)c2ccc(-c3ccc(-c4noc(C)n4)cc3C)cc2)cc1N1CCN(C)CC1
  A: 5 | B: -8 | C: 1 | D: 78* | E: 0 | F: 13 | G: -1 | H: -3 | I: -1

CC1CCCN(c2ccc(C(=O)NCc3cccs3)cn2)C1 (stereo not drawn)
  A: -28 | B: -2 | C: 4 | D: 9 | E: -6 | F: 8 | G: -4 | H: -6 | I: 3

COCCN(C(=O)c1cc2c(s1)CCC2)c1c(N)n(CC(C)C)c(=O)[nH]c1=O
  A: -21 | B: 2 | C: 9 | D: -14 | E: 4 | F: 5 | G: -4 | H: 6 | I: 5

Cc1cc(=O)oc2cc(OCC(=O)NCC3CCCO3)ccc12 (stereo not drawn)
  A: -216 | B: -2 | C: -12 | D: -1 | E: -11 | F: -2 | G: 2 | H: -9 | I: -17

CCc1nnc(NC(=O)COc2ccc3ccccc3c2)s1
  A: 3 | B: -3 | C: 9 | D: 1 | E: 5 | F: -6 | G: 1 | H: 3 | I: 13

CC(=O)Nc1ccc(S(=O)(=O)N(Cc2cccnc2)Cc2cc3ccc(C)cc3[nH]c2=O)cc1
  A: -136 | B: 3 | C: 2 | D: -9 | E: 3 | F: 5 | G: -2 | H: -1 | I: 18

CCc1ccccc1NC(=O)CN1CCN(C(=O)CNC(=O)c2ccc(-c3ccccc3)cc2)CC1
  A: 14 | B: -1 | C: 1 | D: 13 | E: -2 | F: -2 | G: -1 | H: 7 | I: 5

C#CCOCCOCCOCCNc1nc(N2CCN(C(=O)[C@H]([C@@H](C)CC)n3cc([C@@H](N)CC(C)C)nn3)CC2)nc(N2CCN(C(=O)[C@H](CCCCN)n3cc([C@@H](N)CC(C)C)nn3)CC2)n1
  A: . | B: 1 | C: -2 | D: 55* | E: 3 | F: -6 | G: . | H: 1 | I: -5

CC(Cc1cccs1)NC(=O)Nc1ccc([N+](=O)[O-])cc1 (stereo not drawn)
  A: 10 | B: -2 | C: -11 | D: -2 | E: -6 | F: -4 | G: 2 | H: -11 | I: 0

Cc1cc(Cl)ccc1NC(=S)NCCc1ccc(Cl)cc1
  A: 5 | B: -5 | C: 2 | D: 1 | E: -1 | F: -4 | G: 3 | H: 0 | I: -11

O=[N+]([O-])c1ccccc1S(=O)(=O)N1CCN(Cc2ccc3c(c2)OCO3)CC1
  A: 6 | B: 1 | C: 4 | D: -1 | E: -9 | F: 2 | G: 2 | H: 7 | I: 7

CCOc1ccc(N2C(=O)S/C(=C\c3cccn3C)C2=O)cc1
  A: 9 | B: 0 | C: 1 | D: 13 | E: -6 | F: -2 | G: -64 | H: -14 | I: -20

O=C(Nc1ccccc1F)c1ccc(Cn2cc(Br)cn2)cc1
  A: 0 | B: -2 | C: -9 | D: -11 | E: -5 | F: 1 | G: 0 | H: -11 | I: -7

Clc1ccc(CNCCCSc2ncccn2)cc1
  A: 13 | B: -1 | C: -10 | D: 5 | E: -2 | F: -21 | G: 0 | H: -1 | I: 21

Cc1ccc(CSCCNC(=O)c2ccc(NS(C)(=O)=O)cc2)cc1
  A: 5 | B: -2 | C: 9 | D: 2 | E: -18 | F: -6 | G: 0 | H: 0 | I: 6

Cc1cc(N)n2ncc(-c3cccc(Br)c3)c2n1
  A: -260 | B: 0 | C: -6 | D: 18 | E: -5 | F: 5 | G: 2 | H: 16 | I: 40

O=C(NCc1ccccc1)c1ccc2c(c1)S(=O)(=O)c1cc(Cl)ccc1C2=O
  A: 7 | B: -7 | C: 4 | D: 14 | E: -2 | F: -1 | G: 7 | H: -2 | I: -5

CCOC(=O)c1c(NC(=O)C2COc3ccccc3O2)sc(C(C)=O)c1C (stereo not drawn)
  A: 1 | B: -1 | C: -6 | D: -3 | E: 3 | F: 11 | G: 2 | H: 1 | I: -19

Screens deposited in PubChem by Sanford-Burnham Center for Chemical Genomics.
